High-throughput results as filed in PubChem.
TRPC6 inhibitor – inhibitors of mouse TRPC6 channel. AID 2553. HEK293-TRPC6, membrane potential dye, ACh-evoked depolarization; active compounds read low. Q61143. B-score at 10 µM. 310,000 compounds, 1.1% hits;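 active = B-score under library mean minus 3 SD, initial fluorescence not abnormally high, positive integrated signal ratio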;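 also: B-score derived from integrated fluorescence ratio over the kinetic read; more negative B-score means stronger inhibition of depolarization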
ANO1 activ – activators or potentiators of mouse TMEM16A chloride channel | HEK293 TMEM16A/YFP-H148Q/I152L, iodide quench fluorescence; active compounds read low | 340,000 compounds, 0.3% hits | Q8BHY3 | AID 623877 | B-score at 10 µM;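 active = fluorescence-ratio B-score plate-corrected deviation score at least 3 library SD below zero, with starting fluorescence score within 5 deviations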;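 also: channel opened by trigger with iodide after compound preincubation; score built on the fluorescence ratio of max minus min over baseline; more negative score means more quench and so TMEM16A activation or potentiation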
MrgX1 antag – blocks BAM8-22 activation of human MrgX1 receptor; AID 588676; B-score at 10 µM; MRGX1-HEK293 calcium flux, Fluo-4, BAM8-22 antagonism; active compounds read low; Q96LB2; 310,000 compounds, 1.3% hits;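 active = calcium-response B-score plate-corrected more than 3 library SD below zero, starting fluorescence within 5 deviations, no agonist response on first addition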;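 also: peak minus trough fluorescence over baseline after final BAM8-22 challenge near maximal dose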
Target sequence (Q96LB2 whole entry, looked up): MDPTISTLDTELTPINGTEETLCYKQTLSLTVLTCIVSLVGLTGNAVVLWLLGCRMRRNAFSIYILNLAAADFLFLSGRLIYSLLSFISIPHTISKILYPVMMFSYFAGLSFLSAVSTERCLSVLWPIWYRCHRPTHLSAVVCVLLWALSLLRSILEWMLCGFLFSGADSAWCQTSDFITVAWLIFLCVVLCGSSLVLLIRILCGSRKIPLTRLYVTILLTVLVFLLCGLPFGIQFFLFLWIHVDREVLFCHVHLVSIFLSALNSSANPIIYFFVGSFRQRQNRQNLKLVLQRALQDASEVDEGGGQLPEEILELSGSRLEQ
MrgX1 PAM – allosterically activates human MrgX1 receptor signaling | MrgX1-HEK293, Fluo-4 calcium flux, FDSS; active compounds read high | 310,000 compounds, 0.63% hits | Q96LB2 | B-score at 10 µM;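 active = plate-corrected calcium response at least 3 library SD above typical, normal starting fluorescence, not activating the receptor alone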;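 also: compound read alongside a low EC10 to EC30 dose of BAM8-22 agonist; peak minus trough fluorescence over baseline measured at the second addition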
TRPC4 block – blocks the mouse TRPC4 cation channel. B-score at 10 µM. AID 2247. 300,000 compounds, 0.39% hits. Q9QUQ5. HEK293 TRPC4beta/mu-opioid, DAMGO-evoked Fluo4 calcium flux; active compounds read low;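 active = B-score over 3 SD under the library average, no early fluorescence shift, positive overall ratio signal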
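System: stable TRPC4beta/mu-opioid receptor HEK293 cells; Dosing: single-point compound dosing; Measured by: Fluo4 Ca2+ flux fluorescence; Read-out basis: per-well B score of integrated baseline-normalized Fluo4 ratio.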
MrgX1 ag – agonists of human MrgX1 receptor; Q96LB2; MrgX1-HEK293 cells, Fluo-4 calcium fluorescence, agonist mode; active compounds read high; B-score at 10 µM; 310,000 compounds, 0.44% hits;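 active = calcium response B-score plate-corrected fluorescence ratio at least 3 library SD, with starting fluorescence B-score inside 5 SD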
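Material: MrgX1-expressing HEK293 cells; input: 15,000 cells per well; doses: test compound given as first of three sequential additions; schedule: overnight plating before 1 h dye loading; technique: Fluo-4 NW calcium-flux fluorescence, kinetic read; evaluation: baseline-normalised fluorescence change ratio, B-scored; control set: plate-wise positive and negative controls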
TRPC4 act – opens the mouse TRPC4 cation channel; Q9QUQ5; HEK293 TRPC4beta/mu-opioid, Fluo4 calcium fluorescence; active compounds read high; B-score at 10 µM; 310,000 compounds, 0.49% hits; AID 2237;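 active = B-score above 5 SD of library B-scores, and initial fluorescence ratio not above library mean plus 5 SD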;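 also: positive B-score marks a calcium rise read as TRPC4 activation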
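Material: TRPC4beta and mu-opioid receptor HEK293 stable cells | Incubation: 45 min room-temperature Fluo4 loading, 110 s read | Detection: Kinetic Fluo4 calcium fluorescence | Measure: Integrated baseline-normalised fluorescence ratio, converted to per-well B score | Benchmarks: Low control buffer alone, high control maximal DAMGO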
TRPC4 PAM – allosterically enhances the mouse TRPC4 cation channel | Q9QUQ5 | HEK293 TRPC4beta/mu-opioid, DAMGO EC20, Fluo-4 Ca2+ flux; active compounds read high | B-score at 10 µM | 310,000 compounds, 0.42% hits | AID 2227;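 active = B-score of calcium response area above 5 SD of library B-scores, with initial fluorescence ratio within 5 SD of library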;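 also: B-score of integrated fluorescence ratio over time as area under calcium response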
ANO1 block – mouse TMEM16A channel inhibition, primary screen | Q8BHY3 | HEK293 TMEM16A/YFP iodide influx fluorescence, ionomycin | normalized B-score (activity score, 25-100; higher = stronger inhibition) at 10 µM | 310,000 compounds, 1.2% hits | AID 588511;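 active = ratio plate-corrected score three or more library SD toward inhibition, starting fluorescence score within five deviations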;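 also: score derived from kinetic fluorescence span divided by baseline fluorescence per well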
TRPC6 activator – mouse TRPC6 channel activation; HEK293-TRPC6 membrane potential dye fluorescence; active compounds read high; B-score at 10 µM; 310,000 compounds, 0.13% hits;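 active = B-score of the integrated fluorescence ratio above library mean plus 3 SD, and starting fluorescence ratio within library mean plus 5 SD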;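 also: higher score means more depolarization so channel activation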
RGS4 block – inhibitors of human RGS4. 310,000 compounds, 0.45% hits. HEK293 M3R/RGS4 inducible, Fluo-4 calcium flux; active compounds read high; triggered by carbachol at its EC20. B-score at 10 µM;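 active = B-score, a plate-corrected calcium signal, over three deviations above library mean, with baseline fluorescence within five deviations of library mean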;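 also: RGS4 expression induced by doxycycline in cells with stable M3 receptor; B-score is computed from the integrated fluorescence ratio over baseline after carbachol; higher B-score means a larger calcium signal and so more RGS4 inhibition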
Target sequence (P49798 whole entry, looked up): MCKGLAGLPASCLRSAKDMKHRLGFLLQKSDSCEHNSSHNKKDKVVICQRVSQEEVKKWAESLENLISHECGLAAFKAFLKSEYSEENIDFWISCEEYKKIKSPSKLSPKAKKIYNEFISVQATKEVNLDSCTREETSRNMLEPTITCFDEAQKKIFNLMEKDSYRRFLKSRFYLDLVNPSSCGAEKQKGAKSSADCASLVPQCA
Active calls of the source: *; i = inactive; . = no result given. This is a random part of the collection; about 5.8% have a hit in one of these screens.

SMILES | TRPC6 inhibitor | ANO1 activ | MrgX1 antag | MrgX1 PAM | TRPC4 block | MrgX1 ag | TRPC4 act | TRPC4 PAM | ANO1 block | TRPC6 activator | RGS4 block
CCOC(=O)c1c(NC=O)sc2c1CCC2 | i | i | i | i | i | i | i | i | i | i | i
CCOC(=O)C1(CC2CCCCO2)CCN(S(=O)(=O)c2c(C)nn(C)c2C)CC1 (configuration not stated) | i | i | i | i | i | i | i | i | i | i | i
N#C/C(=C\c1c(Cl)cccc1Cl)c1nc2ccccc2[nH]1 | i | i | i | 8.7* | i | i | i | i | i | i | i
Cc1[nH]c2ccccc2c1C(=O)CSc1nccc(=O)[nH]1 | i | i | i | i | i | i | i | i | i | i | i
CC(=O)NCCNc1ccc([N+](=O)[O-])cn1 | i | i | i | i | i | i | i | i | i | i | i
COc1ccc(NC(=O)CC(=O)Nc2ccc(OC)cc2)cc1 | i | i | i | i | i | i | i | i | i | i | i
CCOC(=O)c1c(-c2ccccc2)csc1NC(=O)c1ccc(S(=O)(=O)N2CCOCC2)cc1 | i | i | i | i | i | i | i | i | i | i | i
Cc1ccc(C(=O)/C=C2\NCC(C)NC2=O)cc1 (configuration not stated) | i | i | i | i | i | i | i | i | i | i | i
COc1ccc2c(c1)n([O-])c1c([n+]2=O)CCC1 | i | . | i | i | i | i | i | i | i | i | i
OCc1ccccc1N=Cc1cccnc1 | i | i | i | i | i | i | i | i | i | i | i
CCc1c(C)nc2ncnn2c1N1CCCC(C(=O)Nc2cc(F)ccc2C)C1 (configuration not stated) | i | i | i | i | i | i | i | i | i | i | i
O=C(CN1c2ccccc2Sc2ccccc21)N/N=C/c1ccc([N+](=O)[O-])cc1 | i | i | i | i | i | i | i | i | i | i | i
COc1ccc(CC(=O)N2CC3(C)CC2CC(C)(C)C3)cc1 (configuration not stated) | i | i | i | i | i | i | i | i | i | i | i
O=C(NCCc1ccccc1F)C(=O)Nc1nccs1 | i | i | i | i | i | i | i | i | i | i | i
Cc1ccc(CC(=O)Nc2ccccc2N2CCOCC2)cc1C | . | i | i | i | . | 35* | . | . | i | . | .
CN1CCC(=C2c3ccccc3C=Cc3ccccc32)CC1 | -5.5* | i | i | i | i | i | i | i | i | i | i
CC(C)(C)C(=O)CN1C(=O)NC(C)(Cc2ccc3c(c2)OCO3)C1=O (configuration not stated) | i | i | i | i | i | i | i | i | i | i | i
O=C(NCCCl)Nc1cc([N+](=O)[O-])ccc1Cl | i | i | i | i | i | i | i | i | i | i | i
COc1cc(CCCN2C(=S)NC[C@@H]2CC2CCCCC2)cc(OC)c1OC | i | i | i | i | i | i | i | i | i | i | i
Cc1nonc1OCCNCc1c(C(=O)N2CCCCCCC2)nc2ccc(Cl)cn12 | i | i | i | i | i | i | i | i | i | i | i
Cc1ccc(NC(=O)CN(Cc2ccccc2)S(C)(=O)=O)cc1C | i | i | i | i | i | i | i | i | i | i | i
CC(=O)Nc1cccc(/C(C)=N/NC(=O)c2ccc(Cl)cc2Cl)c1 | i | i | i | i | i | i | i | i | i | i | i
Cc1ccc(C(=O)NCCC(=O)N2CCC3(CC2)NCCc2[nH]cnc23)cc1C | i | i | i | i | i | i | i | i | i | i | i
CCOc1ccc(-c2nnn(CC(=O)c3ccc4c(c3)OCCO4)n2)cc1OCC | i | i | i | i | i | i | i | i | 25* | i | i
CCOc1ccccc1C=Nc1ccccc1C(=O)Nc1ccccc1 | i | i | i | i | i | i | i | i | i | i | i
COc1ccc(N2C(=O)CC(c3ccc([N+](=O)[O-])cc3)C2=O)cc1 (configuration not stated) | i | i | i | i | i | i | i | i | i | i | i
Cc1ccc(C)c(Cn2c(C)nc3c(sc(=S)n3-c3ccccc3)c2=O)c1 | i | i | i | i | i | i | i | i | i | i | i
CCn1c(Cc2ccccc2)nnc1SCc1nc2ccccc2c(=O)[nH]1 | i | i | i | i | i | i | i | i | i | i | i
COc1ccccc1Oc1ccc2c(c1)C(=O)N(CC(=O)O)C2=O | i | i | i | i | i | i | i | i | i | i | i
O=C(CCCN1C(=O)/C(=C\c2cccs2)SC1=S)Nc1cccc(C(=O)O)c1 | i | i | i | i | i | i | i | i | i | i | i
Cc1ccc(C)c(NC(=O)Cn2c([N+](=O)[O-])cnc2C)c1 | i | i | i | i | i | i | i | i | i | i | i
O=C1CCCc2[nH]nc(-c3cccnc3)c21 | i | i | i | i | i | i | i | i | i | i | i
O=C(c1cc(-c2ccccc2)on1)N1CCc2ccccc2C1 | i | i | i | i | i | i | i | i | i | i | i
CCOc1ccc(S(=O)(=O)Nc2ccc(OC)nc2)cc1 | i | i | i | i | i | i | i | i | i | i | i
COC(=O)[C@H](Cc1ccccc1)NC(=O)NCC1CCCO1 (some centres not stated) | i | i | i | i | i | i | i | i | i | i | i
COC(=O)C1=C(O)C(C(=O)OC)C(c2ccc(C)cc2)C(C#N)(C#N)C1c1ccc(C)cc1 (configuration not stated) | i | i | i | i | i | i | i | i | i | i | i
COc1c2occc2cc2ccc(=O)oc12 | . | i | i | i | . | i | . | . | i | . | .
COC(=O)[C@@]1(Cc2ccc(OC)cc2)[C@H]2c3cc(C(=O)N4CCCC4)n(CCn4cc([N+](=O)[O-])nc4C)c3C[C@H]2CN1C(=O)c1ccccc1 | i | i | i | i | i | i | i | i | i | i | i
COC(=O)N/N=C(\CCC(=O)O)c1cccs1 | i | i | i | i | i | i | i | i | i | i | i
Cc1ccc(NC(=O)COC(=O)c2ccnn2C)cc1 | i | i | i | i | i | i | i | i | i | i | i
CCCn1c(=N)c(S(=O)(=O)c2ccc(F)cc2)cc2c(=O)n3ccccc3nc21 | i | i | i | i | i | i | i | i | i | i | i
CN(c1ccccc1)c1nc(N)c([N+](=O)[O-])c(Nc2cccc(F)c2)n1 | i | i | i | i | i | i | i | i | i | i | i
COc1ccc(NC(=S)Nc2ccccc2)cn1 | i | i | i | i | i | i | i | i | i | i | i
Cc1cccc(NC(=O)C2CCCN2C(=O)NC2CCCCC2)c1 (configuration not stated) | i | i | i | i | i | i | i | i | i | i | i
CCCn1nc(NC(=O)C2CCCO2)c2cc3cccc(C)c3nc21 (configuration not stated) | i | i | i | i | i | i | i | i | i | i | i
O=C(CN1C(=O)C2C3C=CC(C4CC34)C2C1=O)Nc1cnc2ccccc2c1 (configuration not stated) | i | i | i | i | i | i | i | i | i | i | i
NC(=O)CN1CCOCCOCCN(CC(N)=O)CCOCCOCC1 | i | i | i | i | i | i | i | i | i | i | i
CC1(C)Cc2c(sc3ncn(N)c(=N)c23)CO1 | i | i | i | i | i | i | i | i | i | i | i
COC(=O)Cc1cnc(NC(=O)C2C3CCC(C3)C2C(=O)O)s1 (configuration not stated) | i | i | i | i | i | i | i | i | i | i | i
CCOC(=O)C1=C(CS(=O)(=O)c2ccc(C)cc2)NC(=O)NC1c1cc(OC)c(OC)c(OC)c1 (configuration not stated) | i | i | i | i | i | i | i | i | i | i | i
C=C(C)c1cccc(C(C)(C)NC(=O)N2CCN(c3ccc(OC)cc3)CC2)c1 | i | i | i | i | i | i | i | i | i | i | i
CCOc1ccc(OCCC(=O)N(CC)CC(=O)Nc2ccccc2C(F)(F)F)cc1 | i | i | i | i | i | i | i | i | i | i | i
CCOc1cc(C2C3=C(CCCC3=O)NC3=C2C(=O)CCC3)cc(Cl)c1O | i | i | i | i | i | i | i | i | i | i | i
O=C(NCCCO)/C(=C/c1ccc(-c2cccc([N+](=O)[O-])c2)o1)NC(=O)c1ccccc1 | i | i | i | i | i | i | i | i | i | i | i
COc1ccc(CC(=O)Nc2nnc(-c3cccc([N+](=O)[O-])c3)s2)cc1 | i | i | i | i | i | i | i | i | i | i | i
Fc1ccc(-n2c(=S)[nH]c3cccnc32)cc1 | i | i | i | i | i | i | i | i | i | i | i
O=C(N/N=C/c1ccncc1)c1cnccn1 | i | i | i | i | i | i | i | i | i | i | i
COc1cc(OC)nc(NC(=O)CSc2nnc(-c3ccccc3)n2C2CCCCC2)n1 | i | i | i | i | i | i | i | i | i | i | i
COc1ccc(NC(=O)CN2CCN(c3ccccn3)CC2)cc1Cl | i | i | i | i | i | i | i | i | i | i | i
Cc1ccc(NC(=S)N(Cc2cccc(Br)c2)CC2CCC(C(=O)O)CC2)cc1Cl (configuration not stated) | i | i | i | i | i | i | i | i | i | i | i
Next records follow.
SMILES | TRPC6 inhibitor | ANO1 activ | MrgX1 antag | MrgX1 PAM | TRPC4 block | MrgX1 ag | TRPC4 act | TRPC4 PAM | ANO1 block | TRPC6 activator | RGS4 block
O=C(O)c1ccccc1-c1ccccc1C(=O)NCc1ccco1 | i | i | i | i | i | i | i | i | i | i | i
Cn1c(C(=O)N2CCCC(C(=O)NCc3cccs3)C2)cc2sccc21 (configuration not stated) | i | i | i | i | i | i | i | i | i | i | i
COc1ccc(CCNS(=O)(=O)c2cccc3nsnc23)cc1OC | i | i | i | i | i | i | i | i | i | i | i
CC(NC(=O)COc1ccccc1)C(=O)NC1=NCCS1 (configuration not stated) | i | i | i | i | i | i | i | i | i | i | i
CCOC(=O)CCc1c(C)nc2ncnn2c1C | i | i | i | i | i | i | i | i | i | i | i
COc1ccc(Cl)cc1N/C(N)=N/c1nc(CSc2ccc(C)cc2)cc(=O)[nH]1 | i | i | i | i | i | i | i | i | i | i | i
Cn1c(NC(=O)c2ccccc2)cc(=O)n(C)c1=O | i | i | i | i | i | i | i | i | i | i | i
CC1CCC(C(C)C)C(OC(=O)COC(=O)c2cc(O)ccc2N)C1 (configuration not stated) | i | i | i | i | i | i | i | i | i | i | i
S=C(NCCc1ccc(Cl)cc1)NC1CC1 | i | i | i | i | i | i | i | i | i | i | i
CCCc1nnc(NC(=O)CSc2nc3ccccc3[nH]2)s1 | i | i | i | i | i | i | i | i | i | i | i
